High-throughput results from PubChem.
P. falciparum M17LAP: P. falciparum M17LAP inhibitors, primary screen, biochemical, fluorogenic H-Leu-NHMec substrate, 1536-well (AID 1619). recombinant M17LAP, H-Leu-NHMec fluorogenic kinetic assay; higher % means a stronger effect. one-dose inhibition, % at 30 µM; IC50 in µM for titrated hits. hit rate 0.38% among 220,000;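 active = compound inhibiting the enzyme by more than half at any dose during confirmatory dose-response retesting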;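 also: plate controls were full reaction with DMSO carrier for no effect and no enzyme background for full effect; strong numbers were not always called active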
SIAH1 antagonists: blockers of Siah-1 interaction with plectin peptide – biochemical, fluorescence polarization, rhodamine-plectin, uHTS, primary screen (AID 1817); hit rate 0.02% among 290,000; Siah-1 / rhodamine-plectin peptide fluorescence polarization; higher % means a stronger effect; displacement, % at 20 µM, or IC50 in µM where a hit was titrated;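 active = displacement of at least 50% at 20 µM, with a fluorescence ratio check between 0.3 and a set limit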;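 also: plate controls were Siah plus tracer with DMSO for no effect and tracer alone without Siah for full effect; strong numbers were not always called active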
NOD2 inhibition: NOD2 signaling inhibitors, cell-based, luminescence, uHTS, HEK293 (AID 1566). inhibition, % at 4 µM, or EC50 in µM where a hit was titrated. hit rate 0.63% among 290,000. HEK293 NOD2/NF-kB luciferase reporter, luminescence; higher % means a stronger effect; also: many of its hits are not listed in these tables
LYP phosphatase: PTPN22 lymphoid phosphatase activity blockers – biochemical, fluorescence intensity, uHTS (AID 1779) | recombinant LYP phosphatase, fluorescence intensity; higher % means a stronger effect | inhibition, % at 11.5 µM, or IC50 in µM where a hit was titrated | hit rate 0.054% among 290,000;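 also: plate controls were vehicle with enzyme for no effect and no enzyme for full effect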
P. falciparum M1AAP: malaria alanyl aminopeptidase activity blockers – biochemical, fluorogenic H-Leu-NHMec substrate, 1536-well (AID 1445). recombinant M1AAP, H-Leu-NHMec fluorogenic kinetic assay; higher % means a stronger effect. inhibition, % at 30 µM, or IC50 in µM where a hit was titrated. hit rate 0.42% among 220,000;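 active = primary inhibition above the hit cutoff, then over 50% inhibition at one or more dose response concentrations, cut at about 23% in these data, passing the limit was not always enough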;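 also: plate controls were DMSO full reaction for no effect and no enzyme background for full effect; strong numbers were not always called active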
XIAP antagonists: small molecules displacing peptide from XIAP – biochemical, IAP family, fluorescence polarization (AID 1018); XIAP BIR domain, fluorescence polarization peptide displacement; higher % means a stronger effect; displacement, % at 20 µM; hits with a dose series show IC50 in µM; hit rate 0.007% among 200,000; in the data active = displacement above about 50%; also: a part of the inactive calls stands beside numbers as strong as those of hits
ER stress rescue: protection against thapsigargin-triggered cell killing – 384-well, CSM14.1, ATP luminescence, primary screen (AID 1222) | CSM14.1 thapsigargin-induced death rescue, ATP luminescence; higher % means a stronger effect | cellular ATP content (survival), % at 20 µM, or EC50 in µM where a hit was titrated | 190,000 tested, under 10 active;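 active = EC50 below 50 µM in the dose-response confirmation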;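 also: death triggered by thapsigargin at about 15 µM added after 2 h compound pretreatment; cell ATP read after overnight thapsigargin exposure of roughly 18 to 22 hours; normalized against plate controls of thapsigargin alone and 5% DMSO vehicle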
AID2073: inhibitors of Mint1-CaV2.2 protein interaction, biochemical, HTRF (AID 2073). inhibition, % at 20 µM; hits with a dose series show IC50 in µM. hit rate 0.19% among 290,000. HTRF protein-protein interaction, Mint1-CaV2.2; higher % means a stronger effect; in the data active = inhibition mostly above about 51%, no sharp cut-off; also: some results filed as inactive read as strong as hits
Lipid droplet: modulators of hepatic lipid droplet formation | AML12 mouse hepatocytes, oleate lipid droplets, BODIPY imaging | inhibition, % at 6.5 µM | hit rate 0.4% among 240,000 | AID 1656;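 active = lipid droplet intensity inhibited by at least 50%, with more than 500 cells counted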
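Assay system: AML12 mouse liver cells | Compound dosing: One dose, 6.5 µM compound | Read-out basis: Droplet intensity reduction, % inhibition | Measured by: Fluorescence imaging, 20x objective, two fields per well | Schedule: Overnight treatment with compound plus oleate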
Lipid droplet cells 6.5 µM: second read-out of Lipid droplet, no call of its own (marks repeat the call); cell count; measured here: cell count, cytotoxicity flag;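 cells counted across two imaged fields per well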
* hit, by the source's call; · = no result given. Rule as the data show it, unless noted: active = inhibition above about 50%; inactive = the rest.

SMILES	P. falciparum M17LAP	SIAH1 antagonists	NOD2 inhibition	LYP phosphatase	P. falciparum M1AAP	XIAP antagonists	ER stress rescue	AID2073	Lipid droplet	Lipid droplet cells 6.5 µM
C=CCNC(=S)NCC	-1%	7%	22%	-4%	5%	·	·	1%	6	735
CCOC(=O)c1sc(NC(=O)CSc2nnc(Cc3ccccc3)o2)c(C(=O)OCC)c1C	10%	0%	25%	-1%	2%	-4.7%	0.7%	8%	1	783
COCCC1CCCCN1C(=O)c1ccc2nc(Cc3ccccc3F)oc2c1 (stereo unspecified)	·	0%	-72%	-8%	·	·	·	11%	-2	845
COc1ccc(N(Cc2cc3cccc(C)c3[nH]c2=O)S(=O)(=O)c2ccc(OC)cc2)cc1	·	11%	12%	-4%	·	·	·	6%	-14	753
Cc1c(C)c2cc(Cl)c(OCC(=O)NCCCn3ccnc3)cc2oc1=O	·	13%	16%	-8%	·	·	·	2%	-3	712
COc1cccc(OCCSc2nnc3sc4ccccc4n23)c1	-9%	1%	-19%	1%	-3%	-6.9%	·	-2%	-13	672
O=C(CNC(=S)NC(=O)c1ccc(F)cc1)c1ccccc1	11%	6%	-6%	-3%	0%	-6.4%	-2.6%	-11%	6	625
Cc1cccc(CC2CC(=O)N(c3ncccn3)C2=O)c1 (stereo unspecified)	-4%	6%	3%	-4%	-13%	-1.6%	0.1%	2%	0	683
CC(=O)c1ccc2noc(-c3ccc(Cl)cc3)c2c1	24%	9%	2%	8%	8%	-4.2%	-7.7%	-4%	4	726
CCCc1cc(=O)oc2cc(C)c3c(C)coc3c12	1%	4%	-6%	-1%	1%	-2.9%	2.5%	12%	·	·
C/C(=N\Nc1ccccc1C(=O)O)c1ccncc1	·	4%	-51%	-4%	·	·	·	6%	2	748
COc1ccc(NC(=O)Nc2ccc(F)c(Cl)c2)cc1	-3%	-2%	-57%	2%	8%	-7.6%	-1.4%	10%	-5	673

Brought forward from above: three compounds, followed by the next part.
SMILES	P. falciparum M17LAP	SIAH1 antagonists	NOD2 inhibition	LYP phosphatase	P. falciparum M1AAP	XIAP antagonists	ER stress rescue	AID2073	Lipid droplet	Lipid droplet cells 6.5 µM
CCCc1cc(=O)oc2cc(C)c3c(C)coc3c12	1%	4%	-6%	-1%	1%	-2.9%	2.5%	12%	·	·
C/C(=N\Nc1ccccc1C(=O)O)c1ccncc1	·	4%	-51%	-4%	·	·	·	6%	2	748
COc1ccc(NC(=O)Nc2ccc(F)c(Cl)c2)cc1	-3%	-2%	-57%	2%	8%	-7.6%	-1.4%	10%	-5	673
Cc1ccc(C(=O)NCC(=O)OC(C)C(=O)Nc2ccc(N3CCOCC3)cc2)s1 (stereo unspecified)	1%	-14%	11%	-8%	3%	·	·	-21%	-15	743
FC(F)(F)c1cc(-c2ccc(Cl)cc2)nc(NCc2cccnc2)n1	1%	0%	2%	0%	-1%	-3.2%	-0.2%	5%	1	770
COc1ccc(-c2nnc(SC(C)C(=O)Nc3nccs3)n2-c2ccccc2)cc1OC (stereo unspecified)	12%	2%	14%	0%	-3%	-2.2%	4.4%	-3%	-6	773
N#C/C(=C\c1cccc([N+](=O)[O-])c1)C(=O)NCc1cccnc1	9%	-5%	-3%	-8%	-2%	-10%	-2.3%	-5%	-14	669
Cc1ccc(NC(=O)COC(=O)CCC(=O)c2cccs2)cc1	3%	4%	1%	-4%	1%	-8.7%	5.6%	-2%	14	619
Cc1c(NC(=O)CSc2ccccc2F)c(=O)n(-c2ccccc2)n1C	-1%	-7%	-1%	-6%	3%	-9.7%	-1.2%	21%	0	653
COc1ccc(Nc2nc(N3CCCCC3)nc3ccccc23)c(OC)c1	-3%	2%	-16%	-6%	12%	-2.0%	-1.6%	12%	17	815
Cc1cc(C(=O)Nc2ccc(C)c(S(=O)(=O)N3CCOCC3)c2)c(C)o1	10%	20%	11%	-2%	1%	-2.5%	-0.3%	13%	0	598
CCOC(=O)C1(CCOc2ccccc2)CCN(CC2CC2)CC1	·	6%	-27%	-5%	·	·	·	0%	-7	819
CC(C)CNC(=O)C(=O)NCC(c1ccc2c(c1)OCO2)N1CCOCC1 (stereo unspecified)	·	-5%	1%	-6%	·	·	·	13%	-23	778
CCc1ccc(C2=NNC(=Nc3cccc(S(=O)(=O)N(C)C)c3)SC2)cc1	8%	-12%	38%	2%	5%	-1.1%	-3.0%	6%	5	653
CCOC(=O)c1[nH]nc2c1C(=O)N(Cc1ccccc1)C2=O	-30%	5%	0%	-6%	-1%	-8.0%	-0.3%	1%	·	·
O=C(N[C@H](Cc1ccc(Cl)cc1)C(=O)O)OCC1c2ccccc2-c2ccccc21	·	5%	13%	-10%	·	·	·	4%	4	773
O=C(C1CC1)N(CCN(Cc1ccccc1)C(=O)C1CC1)Cc1ccccc1	-4%	3%	-15%	-2%	7%	-0.5%	-1.6%	-3%	·	·
O=C1CNC(=O)N1CC(=O)N1CCCc2ccccc21	9%	2%	2%	-10%	-4%	-5.6%	-0.6%	-1%	19	786
CCCNC(=O)Cn1c(=O)n(C)c2ccccc21	10%	-7%	4%	-14%	0%	·	·	-26%	11	731
O=C(Nc1ccccc1N1CCOCC1)C1CCN(S(=O)(=O)c2ccccc2F)CC1	15%	13%	16%	-6%	2%	-6.4%	0.4%	3%	-16	605
CCn1c(C)c(C2=CCN(S(=O)(=O)c3ccc(C)cc3)CC2)c2ccccc21	-8%	2%	1%	-4%	3%	-7.8%	0.6%	6%	1	551
Cn1nnc2cc(C(=O)N3CCN(c4ccccc4)CC3)ccc21	3%	-1%	13%	-3%	4%	-3.5%	·	4%	-9	677
Cn1c(N)cc(=O)n(Cc2ccccc2)c1=O	-1%	9%	4%	-1%	5%	-7.3%	-5.4%	-6%	7	753
O=C(c1ccco1)N1CCN(C(=O)c2oc(=O)c3ccccc3c2-c2ccccc2)CC1	0%	3%	8%	-2%	7%	-0.5%	-0.4%	-7%	·	·
CCN(CC)CCN1C(=O)C(=O)/C(=C(/O)c2ccncc2)C1c1ccccc1F (stereo unspecified)	28%	4%	-3%	0%	10%	-3.4%	-1.2%	-5%	·	·
CC(=O)Nc1ccc(NS(=O)(=O)c2ccc(Cl)c(C(=O)O)c2)cc1	-7%	-4%	4%	6%	7%	-4.9%	-1.7%	6%	28	706
CCn1c(CSc2nc(C)cc(C)n2)nnc1SCC(=O)N1CCCc2ccccc21	6%	-4%	5%	0%	0%	-6.7%	1.2%	-38%	-7	708
CCOC(=O)C1=C(C)NC(=O)NC1c1cccc(O)c1 (stereo unspecified)	4%	1%	9%	3%	3%	-14%	-3.8%	-6%	2	723
CCOCCSC1=C(C#N)C(c2cccs2)C(C(C)=O)=C(C)N1 (stereo unspecified)	-5%	1%	9%	-5%	3%	-5.5%	-0.4%	-2%	0	745
Cc1cccc(-c2noc(CCCC(=O)Nc3ccc(C(N)=O)cc3)n2)c1	11%	7%	2%	-8%	6%	-3.6%	0.3%	-7%	·	·
FC(F)(F)c1cccc(Cc2noc(CN3CCC(c4ccncc4)CC3)n2)c1	-6%	-2%	20%	-8%	0%	-5.8%	5.4%	21%	-49	698
CC1SCC(NC(=O)c2ccc(Cl)cc2)CS1 (stereo unspecified)	10%	-6%	-27%	-4%	9%	·	·	-6%	-36	666
COc1ccc([N+](=O)[O-])cc1N(CC(=O)O)S(C)(=O)=O	6%	11%	10%	-3%	-2%	-20%	3.8%	-16%	15	701
CCc1ccc(-n2c(=O)c3ccccc3n(CC(=O)NCc3ccco3)c2=O)cc1	-5%	23%	24%	-6%	2%	-0.2%	-3.1%	-1%	11	702
CCSc1nc2sc3c(c2c2[n+]1CC(CBr)O2)CCCC3 (stereo unspecified)	8%	-2%	-4%	-2%	3%	·	·	4%	10	740
Cc1sc2ncnc(N3CCN(C(=O)c4ccco4)CC3)c2c1C	12%	1%	32%	-3%	3%	-3.6%	2.2%	36%	-10	603
C=CCNC(=O)c1cc(=O)c2ccccc2o1	7%	-2%	7%	-6%	-4%	-3.9%	-1.3%	11%	·	·
Cc1ccccc1NS(=O)(=O)c1ccc2c(c1)NC(=O)CCS2	·	3%	2%	-8%	·	·	·	-5%	3	702
Cc1ccc(-c2cn(-c3ccccc3)c(SCC(=O)NC3CCS(=O)(=O)C3)n2)cc1C (stereo unspecified)	5%	0%	-127%	-7%	2%	-5.8%	-2.0%	-10%	-40	520
COc1ccccc1OCC(=O)N1CCCC(Nc2ccc(F)c(F)c2)C1 (stereo unspecified)	·	9%	1%	-8%	·	·	·	-1%	-25	789
Cc1nn(C)cc1/C=N/NC(=O)C1(O)c2ccccc2-c2ccccc21	-6%	4%	11%	-1%	14%	-2.9%	0.0%	4%	-33	521
CC(C)c1nc(SCc2ccccn2)c2c(=O)n(C)c(=O)n(C)c2n1	-1%	2%	5%	3%	1%	-8.2%	-2.2%	-3%	-5	595
O=C(Nc1ccccc1Oc1ccccc1)C1CC1	-9%	1%	16%	-4%	-4%	-2.9%	1.3%	-1%	·	·
CNC(=O)COc1ccc(Nc2nnc(C)c3ccccc23)cc1	0%	1%	10%	-6%	3%	·	·	10%	·	·
Cc1cccc(NCN2C(=O)c3ccccc3C2=O)c1	-2%	3%	16%	-12%	0%	-10%	-0.6%	-6%	-6	787
Cc1cccn2c(=O)c3cc(C(=O)NC4CCCC4)c(=N)n(CCCN4CCOCC4)c3nc12	·	3%	7%	-21%	·	·	·	1%	8	641
COc1ccc(-c2cc(C(=O)Nc3c(C)n(C)n(-c4ccccc4)c3=O)no2)cc1	6%	-2%	-1%	-10%	6%	-3.7%	-0.5%	5%	-3	687
CC1(NC(=S)Nc2ccccc2)CCS(=O)(=O)C1 (stereo unspecified)	3%	-3%	-6%	-17%	3%	·	·	-16%	22	795
COc1cc(-c2[nH]ncc2CN2CCc3sccc3C2)cc(OC)c1OC	1%	-2%	15%	-2%	-1%	1.7%	-0.8%	-1%	-7	677
CCn1c2ccccc2c2cc(NC(=O)C3CCN(S(=O)(=O)c4cccs4)CC3)ccc21	·	-4%	-85%	6%	·	-3.7%	-0.1%	26%	·	·
O=C(CSc1nnc(NC(=O)C2CC2)s1)Nc1ccccc1C(F)(F)F	·	8%	8%	-10%	·	·	·	16%	4	733
Cc1ccc2[nH]c(=O)c(C3=NN(C(=O)CCC(=O)O)C(c4cccs4)C3)c(-c3ccccc3)c2c1 (stereo unspecified)	32%	10%	14%	1%	69µM*	-3.7%	8.3%	4%	19	680

As entered above:
Reading for `Cc1cccc(-c2noc(CCCC(=O)Nc3ccc(C(N)=O)cc3)n2)c1` under P. falciparum M1AAP: 6%
Reading for `CCn1c2ccccc2c2cc(NC(=O)C3CCN(S(=O)(=O)c4cccs4)CC3)ccc21` under AID2073: 26%

The list is partial. The share of hits here may be higher or lower than overall.
